Screening results from PubChem.
GLS inh: inhibitors of human glutaminase (GLS) | 0.21% of 410,000 active | GLS enzymatic activity, qHTS titration | Potency, µM (doses to about 45.5 µM), for the others: at the top dose activity change, negative = inhibition, usual class: inhibitors | O94925; note: potency is the fitted concentration of half-maximal effect; % is set by controls: 0 for no effect and ±100 for the full control effect
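Enzyme dispensed in phosphate buffer (45 mM, pH 8.2, 0.02% Tween-20), compounds pinned in, then 1 mM L-glutamine solution and the glutamate oxidase–HRP–Amplex Red mix added; fluorescence read immediately and again after 30 min at room temperature.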
ERG-DNA inh: blocks human ERG Ets domain binding to DNA. 0.028% of 370,000 active. Potency, µM (series often up to 76.9 µM), for the others: at the top dose FP activity, negative = inhibition, hits mostly inhibitors. fluorescence polarization, His-ERG Ets domain / labelled DNA. AID 624246; active = well fitted inhibition curve with a large enough effect in the polarisation, with a control signal flat; inconclusive = small, poorly fitted or top-dose-only effect, or effect the other way, or a change in a side signal; inactive = no such curve, though single readings can be large or run the other way; the % refers to the polarisation;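 note: polarization taken with two DNA probes labelled with fluorescein and Texas red; potency is the fitted concentration of half-maximal effect; % of control where 0% means no effect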
Target sequence (P11308 whole entry, looked up, the tested form may be a part): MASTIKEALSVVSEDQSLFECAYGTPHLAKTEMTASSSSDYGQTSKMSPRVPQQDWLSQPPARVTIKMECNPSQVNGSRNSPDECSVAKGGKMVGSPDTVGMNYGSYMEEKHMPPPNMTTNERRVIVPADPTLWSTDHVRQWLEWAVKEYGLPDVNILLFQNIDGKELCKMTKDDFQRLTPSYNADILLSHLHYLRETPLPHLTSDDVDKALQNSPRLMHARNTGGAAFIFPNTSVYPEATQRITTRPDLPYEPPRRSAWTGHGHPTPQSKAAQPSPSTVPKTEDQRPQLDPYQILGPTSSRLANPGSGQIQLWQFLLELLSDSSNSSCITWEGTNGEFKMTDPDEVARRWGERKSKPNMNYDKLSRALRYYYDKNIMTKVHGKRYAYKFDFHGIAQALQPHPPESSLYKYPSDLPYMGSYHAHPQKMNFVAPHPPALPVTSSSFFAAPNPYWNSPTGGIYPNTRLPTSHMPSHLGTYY
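His-tagged ERG Ets domain (1 uM in the protein solution; 300mM KCl, 50mM Tris-HCl, 1mM EDTA, 1mM DTT, pH 7.5) received compound, then a probe mix of 5 nM fluorescein-DNA and 100nM Texas-615-DNA. Fluorescence polarization was read for both dyes.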
HP1b chromo inh: blocks HP1-beta chromodomain binding to methylated histone tails. P83916. AlphaScreen HP1-beta / biotin-H3K9me3 peptide binding. Potency, µM (doses to about 114 µM), inactives show top-dose activity change, negative = inhibition, hits mostly inhibitors. 0.56% of 390,000 active. AID 540317; note: potency is the fitted concentration of half-maximal effect; nearly all actives have a fitted effect of over 70% in size; inactives centre near 23
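AlphaScreen: HP1-beta (50 nM) preformed 30 min with biotin-H3(1-18)K9me3 peptide (50 nM) in PBS pH 7.4, 0.01% Tween-20. Compound added for 30 min at RT, then streptavidin donor/nickel chelate acceptor beads (10 ug/mL) for 30 min.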
BAZ2B inh: inhibitors of human BAZ2B bromodomain; Q9UIF8; AlphaScreen BAZ2B-H3K14Ac peptide displacement; Potency, µM (highest dose often 114 µM), for the others: at the highest dose activity change, negative = inhibition, usual class: inhibitors; 4.4% of 360,000 active; AID 504333; note: potency is the fitted concentration of half-maximal effect; % is set by controls: 0 for no effect and ±100 for the full control effect; nearly all actives have a fitted effect of over 60% in size
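Inhibition is scored as reduced AlphaScreen emission. The BAZ2B/b-H3(5-23)K14Ac complex (50 nM each) in PBS pH 7.4, 0.01% Tween-20 meets compound (up to 110 uM) for 30 min at RT before bead addition.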
JMJD2A Tudor inh: inhibitors of human JMJD2A Tudor domain. 4.4% of 390,000 active. Potency, µM (highest dose often 114 µM), for inactives: top-dose activity change, negative = inhibition, hits mostly inhibitors. AID 504339. AlphaScreen JMJD2A-Tudor / H3K4me3 peptide binding. O75164; note: potency is the fitted concentration of half-maximal effect; % is set by controls: 0 for no effect and ±100 for the full control effect; nearly all actives have a fitted effect of over 50% in size
Pin1 inh: human Pin1 inhibition | Potency, µM (highest dose often 115 µM), for the others: at the highest dose activity, negative = inhibition, actives largely listed as inhibitors | Pin1 FP peptide displacement, HiFluor488, 10 min | Q13526 | 0.009% of 390,000 active | AID 504891; active = well fitted inhibition curve with a large enough effect in the polarisation, with a control signal flat, not every such curve was filed as active; inconclusive = small, poorly fitted or top-dose-only effect, or effect the other way, or a change in a side signal; inactive = no such curve, though single readings can be large or run the other way; the % refers to the polarisation; note: potency is the fitted concentration of half-maximal effect; % is set by controls: 0 for no effect and ±100 for the full control effect
Target sequence (Q13526 whole entry, looked up): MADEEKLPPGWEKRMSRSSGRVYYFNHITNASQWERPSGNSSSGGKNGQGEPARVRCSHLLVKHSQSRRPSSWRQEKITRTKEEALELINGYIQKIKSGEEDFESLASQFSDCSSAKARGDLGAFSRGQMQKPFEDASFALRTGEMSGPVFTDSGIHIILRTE
PI4K2A inh: blocks human PI4K2A kinase activity; purified PI4K2A, ADP-Glo luminescence, 1 h; active compounds read low; Q9BTU6; activity change, negative = inhibition, % at 76.9 µM; 0.13% of 420,000 active; AID 1346378; in the data active = activity change below about -50%; inconclusive = mostly about -30% to -49%;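 note: -100% = wells without enzyme as full effect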
Target sequence (Q9BTU6 whole entry, looked up): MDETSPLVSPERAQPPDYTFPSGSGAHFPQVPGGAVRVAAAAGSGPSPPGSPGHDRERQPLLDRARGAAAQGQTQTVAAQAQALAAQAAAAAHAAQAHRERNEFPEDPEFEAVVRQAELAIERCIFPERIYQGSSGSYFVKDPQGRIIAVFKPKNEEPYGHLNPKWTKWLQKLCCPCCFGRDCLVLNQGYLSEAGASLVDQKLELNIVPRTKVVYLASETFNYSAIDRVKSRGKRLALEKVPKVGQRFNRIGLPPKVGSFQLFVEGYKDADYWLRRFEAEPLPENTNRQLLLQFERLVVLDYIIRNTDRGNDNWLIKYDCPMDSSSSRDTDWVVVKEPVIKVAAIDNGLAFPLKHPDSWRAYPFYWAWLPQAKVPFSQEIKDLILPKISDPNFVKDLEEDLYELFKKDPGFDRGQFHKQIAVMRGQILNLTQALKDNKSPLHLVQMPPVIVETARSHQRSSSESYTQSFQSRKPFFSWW
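In this quantitative HTS, ADP production by PI4K2A was quantified luminescently after 1 h at ambient temperature; 100 microM adenosine served as plate-quality control.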
PGK inhibitor: blocks T. brucei phosphoglycerate kinase; P07378; PGK/GAPDH coupled, Kinase-Glo luminescence, 60 min; AID 602233; 0.043% of 380,000 active; Potency, µM (titrated, usually from 57.5 µM), without a hit: top-dose activity change, negative = inhibition, most hits filed as inhibitors; note: potency is the fitted concentration of half-maximal effect; % is set by controls: 0 for no effect and ±100 for the full control effect; nearly all actives have a fitted effect of over 60% in size
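Recombinant glycosomal PGK reaction used 1,3-bisphosphoglycerate generated in-well by GAPDH (100nM final) in 100mM TEA pH 7.6, 5mM MgCl2, 0.01% Tween-20. After 60 minutes at room temperature, ATP was read by Kinase-Glo Plus luminescence end-point.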
G9a inh: G9a (human) methyltransferase inhibition. Q96KQ7. G9a H3K9 monomethylation, AlphaScreen, 2 h. Potency, µM (titrated, usually from 102 µM), inactives show top-dose activity, negative = inhibition, usual class: inhibitors. 8.8% of 350,000 active. AID 504332; note: potency is the fitted concentration of half-maximal effect; % is set by controls: 0 for no effect and ±100 for the full control effect; nearly all actives have a fitted effect of over 75% in size
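Methyltransferase reactions run at room temperature for 2 h (20 nM enzyme, 500 nM biotin-H3K9 peptide, 20 uM SAM) after a 15 min compound preincubation; product detected by AlphaScreen beads and anti-H3K9me1 antibody.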
Starred values were filed as active, the others as inactive; i = inactive; u = inconclusive; x = not tested or not shown; [ ] = another dose, or the depositor's remark. Unless noted, calls come from the whole dose curve; as a rule, active = well fitted curve in the direction sought with a large enough effect; inconclusive = small, poorly fitted or top-dose-only effect, or another doubt; inactive = no such curve, though single readings can be large; an effect the other way counts as inactive or inconclusive. The order is random, and some 11% of all compounds hit somewhere here.

PGK inhibitor | JMJD2A Tudor inh | Pin1 inh | G9a inh | PI4K2A inh | ERG-DNA inh | BAZ2B inh | HP1b chromo inh | GLS inh | molecule
0% | 5%[57.1 µM] | 3% | -10%[59 µM] | 2 | -6% | -1% | 29% | 19% | CCCCc1nc2ccccc2n1CC(=O)NN
1% | -4% | -3% | 27% | 1 | -1% | -16% | 24% | 4% | C/C(=N\NC(=O)c1ccccc1F)c1cccc(NC(=O)c2ccccc2)c1
1% | -10% | 6% | 4% | 2 | 7% | -14% | 7% | -11% | CC(=O)c1ccc(N(C(=O)c2ccco2)C(C(=O)NC2CCCC2)c2cccs2)cc1 (stereo unspecified)
-16% | 4% | 2% | u | u | 5% | u | 31% | -10% | Cc1ccc2oc3nc(C)c(C(=O)O)cc3c(=O)c2c1
8% | -6% | -4% | u | 1 | 12% | -11% | 26% | 0% | Cc1ccccc1NC(=O)Cc1nc(COC(=O)C(C)C)cs1
10% | -1% | 11% | 8% | 2 | -2% | 12% | 32% | 16% | Cc1ccc(CC(=O)N2CCN(c3ccccn3)CC2)cc1
-10% | -17% | -10% | 14% | -1 | 0% | -2% | 6% | u | O=C(NCc1cccs1)C1CCN(S(=O)(=O)c2cccc([N+](=O)[O-])c2)CC1
-1% | 45µM* | 3% | -3% | -3 | -11% | -20% | -8% | -2% | CCOC(=O)N1CCN(C(=O)c2ccc(CSc3ccc(Cl)cc3)cc2)CC1
i | 4% | -21% | 43% | 0 | 3% | 5% | 48%[activator] | -9% | COc1ccccc1NC(=O)CC12CC3CC(CC(Br)(C3)C1)C2
-2% | 1% | -1% | -21% | -4 | 2% | -1% | 12% | 3% | COc1cc2[nH]c(=O)n(CCC(=O)N3CC=C(c4ccccc4)CC3)c(=O)c2cc1OC
7% | -22% | u | x | 2 | -3% | x | 22% | 4% | Cc1ccc(N(C)S(=O)(=O)c2cccc(C(=O)N3CCN(Cc4ccccc4)CC3)c2)cc1
-9% | 17% | -2% | u | 0 | -3% | 4% | 51%[activator] | -2% | COc1ccc(CCC(C)NCc2ccc(Cl)c(Cl)c2)cc1 (stereo unspecified)

Whole records as entered above. Screens in order: PGK inhibitor | JMJD2A Tudor inh | Pin1 inh | G9a inh | PI4K2A inh | ERG-DNA inh | BAZ2B inh | HP1b chromo inh | GLS inh
Entry for `O=C(NCc1cccs1)C1CCN(S(=O)(=O)c2cccc([N+](=O)[O-])c2)CC1` : -10% | -17% | -10% | 14% | -1 | 0% | -2% | 6% | u
Entry for `Cc1ccccc1NC(=O)Cc1nc(COC(=O)C(C)C)cs1` : 8% | -6% | -4% | u | 1 | 12% | -11% | 26% | 0%

Other records:
PGK inhibitor | JMJD2A Tudor inh | Pin1 inh | G9a inh | PI4K2A inh | ERG-DNA inh | BAZ2B inh | HP1b chromo inh | GLS inh | molecule
i | -5% | -6% | 0% | 0 | -5% | 6% | 20% | -8% | COc1cccc(-c2nnn(CC(=O)N(CC(C)C)C3CCS(=O)(=O)C3)n2)c1 (stereo unspecified)
i | -2% | 8% | x | -5 | 6% | x | 79%[activator] | 0% | COc1ccc(S(=O)(=O)N(C)C[C@H]2Oc3c(NC(=O)NC(C)C)cccc3C(=O)N([C@H](C)CO)C[C@@H]2C)cc1
i | -17% | 2% | -40% | 5 | -7% | x | 15% | 1% | CC1Cc2ccccc2N1C(=O)NC1CC(=O)N(c2ccc3c(c2)OCCO3)C1 (stereo unspecified)
-2% | -1% | 0% | 6.3µM* | -10 | 8% | -15% | 55%[activator] | 1% | Cc1ccc(S(=O)(=O)c2nc(N3CCOCC3)sc2Cl)cc1
-5% | -3% | 0% | x | 3 | -4% | 5% | 35% | -3% | CNc1nc(N)c([N+](=O)[O-])c(NCC2CCCO2)n1 (stereo unspecified)
-1% | -5% | -2% | u | 1 | 11% | -6% | 15% | 22% | O=C(CN1CCN(C2CCCCC2)CC1)Nc1ccc(Br)cc1
5% | -9% | 4% | -19% | -3 | -1% | 9% | 14% | 1% | CC1CCN(C(=O)c2ccc(NS(=O)(=O)c3cccs3)cc2)CC1
-10% | u | 3% | 9%[59 µM] | -12 | -10% | -29% | 3% | 7% | C=CCn1c(=N)c(C(=O)NCCCOC)cc2c(=O)n3cccc(C)c3nc21
-12% | -26% | -1% | x | 4 | 0% | x | 19%[57 µM] | 0% | O=C(Nc1ccncc1)C1CC(=O)N(c2ccccc2)C1 (stereo unspecified)
-1% | -17% | -8% | -9% | 1 | 0% | -29% | 27% | -15% | CCC(CC)C(=O)Nc1cc([N+](=O)[O-])ccc1F
-2% | u | 2% | x | -2 | -2% | x | 6% | 1% | COc1cc(-c2noc(C)c2C(=O)NCc2ccc(C)o2)cc(OC)c1OC
1% | -9% | 1% | -6% | -2 | 4% | 9% | 14% | 0% | COc1nc2ccccc2nc1OC

The list continues:
PGK inhibitor | JMJD2A Tudor inh | Pin1 inh | G9a inh | PI4K2A inh | ERG-DNA inh | BAZ2B inh | HP1b chromo inh | GLS inh | molecule
-4% | -14% | -5% | 17% | 1 | -11% | -3% | 52%[activator] | 0% | Cc1nn(CCCC(=O)NC2CCC(C)CC2)c(=O)c2nn(-c3ccccc3)c(C)c12 (stereo unspecified)
i | -16% | -10% | 45% | -6 | -2% | 6% | 37% | 1% | O=C(NNC(=O)c1cc2ccccc2oc1=O)c1ccccc1[N+](=O)[O-]
-12% | -15% | 1% | u | -2 | 6% | -2% | 36% | 1% | Nn1c(Cc2cccc3ccccc23)nnc1SCC(=O)N1CC(=O)Nc2ccccc21
-3% | -31% | 6% | 2%[59 µM] | -2 | 0% | 6% | 29% | -4% | Cc1cc(Cl)ccc1OCC(=O)NC(=S)Nc1ccccc1N1CCOCC1
-1% | -3% | -2% | x | -8 | 7% | -2% | 13% | 6% | Cc1ccc(NC(=O)C2CCCCC2C(=O)O)cc1Cl (stereo unspecified)
-2% | -10% | 1% | x | 9 | -2% | 3% | 31% | 2% | COc1cccc(OC)c1C(=O)Nc1nnc(-c2ccc(F)cc2)s1
-4% | -2% | -1% | 12% | 1 | -14% | 0% | 33% | 9% | CCN(CC(=O)NCc1ccc(Cl)cc1)C(=O)CCc1ccccc1
8% | -10% | -2% | -23%[12.7 µM] | -1 | 8% | -1% | 59%[activator] | 3% | CCOc1ccc(S(=O)(=O)N2CCOCC2)cc1NC(=O)CN1C(=O)NC2(CCCCC2)C1=O
-8% | -4% | 1% | 30% | -3 | 8% | -9% | 37% | 0% | Cc1ccc(OCC(=O)N/N=C2/SCC(=O)N2Cc2ccco2)cc1
-3% | -12% | -9% | 1%[59 µM] | 1 | 4% | -1% | 15% | -11% | Cc1ccc(NC(=O)c2sc(-n3nc(C)c(Cc4ccc(Cl)cc4)c3C)nc2C)cc1
7% | -7% | 0% | 21%[59 µM] | -7 | 0% | 0% | 15%[57 µM] | -1% | CCc1ccccc1NC(=O)c1ccc2nc(C(C)C)oc2c1
x | -2% | -9% | 1%[12.7 µM] | -2 | x | -2% | 35% | -6% | CCC(=O)c1cn(CC(=O)NCc2cccnc2)c2ccccc12

(cont.)
PGK inhibitor | JMJD2A Tudor inh | Pin1 inh | G9a inh | PI4K2A inh | ERG-DNA inh | BAZ2B inh | HP1b chromo inh | GLS inh | molecule
-2%[11.5 µM] | -5% | -13% | u | -5 | x | 0% | 15% | -23% | O=c1c(-c2ccc(F)cc2)coc2cc(O)ccc12
-2% | 16% | 6% | 30%[activator] | 7 | -4% | -15% | 24% | -7% | CCS(=O)(=O)c1nc(S(=O)(=O)c2ccc(Cl)cc2)c(N2CCC(C(N)=O)CC2)s1
i | -53% | 3% | u | -1 | -6% | -8% | 53%[activator] | -9% | O=C(c1ccc2c(c1)[nH]c(=S)n1c3ccccc3nc21)N1CCN(c2ncccn2)CC1
-9% | -19% | 9% | 0%[59 µM] | -4 | -2% | 0% | 19% | -2% | O=C(CCC1N=C2c3ccccc3N=C(SCc3ccc(F)cc3)N2C1=O)NCc1ccc(F)cc1 (stereo unspecified)
4% | 9% | -1% | 18% | 2 | 8% | u | 55%[activator] | 1% | CC(C)(C)c1ccc(S(=O)(=O)CCc2ccccn2)cc1
-5% | -4% | 0% | 22% | 6 | 3% | 6% | 14% | -8% | COc1ccc(C(=O)N2CCC(C(=O)Nc3ccc4c(c3)OCCO4)CC2)cc1
-8% | -5% | 3% | x | 3 | 7% | x | 24% | -18% | CC1(c2ccccc2Br)NC(=O)N(CC(=O)N2CCc3ccccc3C2)C1=O (stereo unspecified)
2% | 2% | 0% | -1%[59 µM] | 5 | 3% | 47%[activator][57.1 µM] | 32% | 9% | CC(C)NC(=O)N1CCN(c2ccncc2S(=O)(=O)N2CCOCC2)CC1
-5% | -10% | -8% | -12% | 0 | -7% | -1% | 31% | 1% | Cn1c(CCN2CCN(c3ccccn3)CC2)nc2cc(NC(=O)COc3ccc([N+](=O)[O-])cc3)ccc21
-3% | u | -19% | 3.2µM* | -4 | -2% | u | -8% | -20% | COC(=O)c1ccc([C@@H]2Nc3c(OC)ccc(C)c3[C@@H]3C=CC[C@@H]32)cc1
-3% | u | u | u | 2 | -1% | -38%[57.1 µM] | 24% | -3% | Cc1cccc2cc3c(N)c(C(=O)N4CCOCC4)sc3nc12
-3% | -12% | 5% | 20% | -1 | -16% | -7% | 33% | -17% | NC(=O)C1CC(=O)N(c2ccc(OCc3c(Cl)cccc3Cl)cc2)C1 (stereo unspecified)
-7% | -21% | -3% | -1%[59 µM] | 2 | 1% | 0% | 16% | -10% | CCOc1ccc(-n2c(SCC(N)=O)nc3c(oc4ccccc43)c2=O)cc1
